HTR5A inv ctr: counter-screen for OPRM1-OPRD1 inverse agonists: human HTR5A inverse agonism; actives 0.083% (n = 340,000); AID 504634; P47898; HTR5A cell line, luminescence; inhibition, % at 9.3 µM; in the data active = inhibition mostly above about 23%, no sharp cut-off; inactive = mostly below about 18%;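 also: 0% = cells with DMSO and 100% = no-cell wells with DMSO; some compounds called inactive have numbers as strong as hits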
Target sequence (P47898 whole entry, looked up): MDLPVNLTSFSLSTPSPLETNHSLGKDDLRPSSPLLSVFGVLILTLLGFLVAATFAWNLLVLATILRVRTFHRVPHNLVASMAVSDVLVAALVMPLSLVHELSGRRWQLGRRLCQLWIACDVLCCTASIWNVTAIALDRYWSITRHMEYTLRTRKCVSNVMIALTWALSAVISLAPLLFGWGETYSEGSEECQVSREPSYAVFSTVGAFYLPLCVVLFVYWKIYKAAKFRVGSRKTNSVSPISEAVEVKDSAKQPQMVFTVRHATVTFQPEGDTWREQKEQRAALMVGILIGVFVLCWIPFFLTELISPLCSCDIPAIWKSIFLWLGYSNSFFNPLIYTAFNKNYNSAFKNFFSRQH
MOR-DOR inv ag: mu-delta opioid heterodimer inverse agonism; P35372+P41143; cell-based MOR-DOR heterodimer luminescence; inhibition, % at 9.3 µM; actives 0.21% (n = 340,000); AID 504357; in the data active = inhibition above about 22%, passing the limit was not always enough;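 also: 0% = cells with DMSO and 100% = wells without cells with DMSO; values of inactives mirror those of a sister screen read the other way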
V-ATPase pHluor: regulators of yeast V-ATPase proton transport. S. cerevisiae, pHLuorin cytosolic pH fluorescence. AID 504577. response, % at 10 µM. actives 0.37% (n = 350,000); in the data active = response mostly above about 7.3%, no sharp cut-off; inactive = mostly below about 5.4%; also: actives read high; inactives centre near 0; some compounds called inactive have numbers as strong as hits; reference of the scale not given here
MOR-DOR ag: agonists of human mu-delta opioid receptor heterodimerization; P35372+P41143; cells, OPRM1-OPRD1 heterodimerization, luminescence; activation, % at 9.3 µM; actives 0.3% (n = 340,000); AID 504326; in the data active = activation above about 18%;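 also: 0% = vehicle-treated cells and 100% = reference agonist; values of inactives mirror those of a sister screen read the other way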
DSG3 Ab inh: human desmoglein-3 autoantibody binding inhibition. P32926. DSG3-coupled beads, scFv-anti-DSG3-GFP binding, flow cytometry; hits give low values. binding (percent of control), % at 10 µM. actives 0.48% (n = 310,000). AID 588358;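 active = binding more than 3 SD below its plate's average and above zero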;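 also: hits lower antibody fragment binding to DSG3; some compounds called inactive have numbers as strong as hits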
HTR5A ag: counter-screen for OPRM1-OPRD1 agonists: human HTR5A agonism; HTR5A agonist assay, luminescence, cell-based; activation, % at 9.3 µM; actives 0.61% (n = 340,000); in the data active = activation mostly above about 9.5%, no sharp cut-off; inactive = mostly below about 7.6%;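 also: 0% = cells with vehicle only and 100% = reference agonist; strong numbers were not always called active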
DAGLB inhibitor: diacylglycerol lipase beta (human) inhibition. HEK293T DAGLB membrane lysate, EnzChek fluorogenic substrate. Q8NCG7. actives 0.059% (n = 340,000). inhibition, % at 5.17 µM; in the data active = inhibition above about 34%;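 also: 0% = enzyme with vehicle and 100% = wells lacking enzyme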
Target sequence (Q8NCG7 whole entry, looked up): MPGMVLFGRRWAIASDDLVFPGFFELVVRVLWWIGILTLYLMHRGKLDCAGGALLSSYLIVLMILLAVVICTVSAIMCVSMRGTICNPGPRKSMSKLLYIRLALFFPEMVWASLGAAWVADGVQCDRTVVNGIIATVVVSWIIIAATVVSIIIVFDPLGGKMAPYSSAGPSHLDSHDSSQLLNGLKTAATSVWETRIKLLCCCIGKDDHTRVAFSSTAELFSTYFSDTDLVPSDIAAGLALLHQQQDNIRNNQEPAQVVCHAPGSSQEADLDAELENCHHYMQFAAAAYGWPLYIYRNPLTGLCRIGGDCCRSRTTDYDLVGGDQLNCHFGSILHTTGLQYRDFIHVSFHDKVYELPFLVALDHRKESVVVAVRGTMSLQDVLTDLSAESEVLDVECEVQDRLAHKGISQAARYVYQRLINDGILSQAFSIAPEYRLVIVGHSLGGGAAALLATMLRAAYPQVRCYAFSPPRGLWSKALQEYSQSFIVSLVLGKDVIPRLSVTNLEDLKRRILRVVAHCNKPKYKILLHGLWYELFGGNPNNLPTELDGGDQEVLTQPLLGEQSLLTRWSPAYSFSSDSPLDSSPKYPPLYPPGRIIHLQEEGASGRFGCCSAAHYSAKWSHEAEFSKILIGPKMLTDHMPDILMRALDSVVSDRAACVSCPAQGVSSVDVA
Arr AP2 block: blocks beta-arrestin peptide binding to AP2 adaptin | FITC-arrestin peptide / GST-AP2 beads, flow cytometry; AP2 beta2 appendage carries R879A mutation | inhibition, % at 10 µM | actives 0.31% (n = 340,000) | AID 504490;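 active = inhibition above a set limit, near 3 SD of compounds lacking own fluorescence, cut at about 54% in these data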;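 also: plate controls were DMSO wells for no effect and 5 µM unlabelled arrestin peptide for full effect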
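Measured by: flow cytometry, FL1 (488/535 nm); Material: AP2 appendage R879A on GSH beads; Evaluation: percent response; Timing: pre-incubation 12 min, peptide binding 1 h, room temperature; Also added: 50 nM FITC-arrestin peptide; Medium: PBS with 0.05% Tween 20 and 0.1% BSA.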
PKA-R2B activ: activates the human PKA-R2B holoenzyme complex; P22694+P31323; PKA-R2B holoenzyme dissociation, Cy5-IP20 fluorescence polarization; R2B truncated from residue 108, S112A mutant; 0% DMSO only, 100% 113 µM cGMP; activation, % at 11.4 µM; actives 0.079% (n = 340,000);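 active = activation above a cutoff set at the mean over all compounds plus 3 SD, cut at about 18% in these data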;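 also: higher means more holoenzyme dissociation and a rise in polarization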
PKA-R1A activ: PKA-R1A complex activation. PKA-R1A dissociation, Cy5-IP20 fluorescence polarization; scaled: DMSO 0%, 113 µM cGMP 100%. activation, % at 11.4 µM. actives 0.083% (n = 340,000). AID 504707;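 active = percent activation above the mean of all tested compounds plus 3 SD, cut at about 19% in these data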;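 also: higher means more PKAc released from R1A so a rise in polarization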
Starred values were filed as active, the others as inactive; · = not tested or not shown. Compounds were not picked by outcome, and some 2.4% of all compounds hit somewhere here.

SMILES	HTR5A inv ctr	MOR-DOR inv ag	V-ATPase pHluor	MOR-DOR ag	DSG3 Ab inh	HTR5A ag	DAGLB inhibitor	Arr AP2 block	PKA-R2B activ	PKA-R1A activ
CN(C)C(=O)c1cn(-c2ccccc2)c(=O)c2ccccc12	-11	11	1	-2.5	103	4	-2	21	-9	-3
CNC(=O)[C@H](C)[C@@H]1C[C@@]1(C)[C@@H](NC(=O)OCc1ccccc1)c1ccccc1	-8	17	0	-3.6	97	3	0	-1	-9	5
Cc1oc(CN2CCOCC2)cc1C(=O)O	3	5	0	-0.8	97	-1	-2	14	2	3
CS(=O)(=O)N(CCc1ccccc1)CC(=O)N1CCc2ccccc2C1	-24	2	2	-0.4	·	-2	-3	-3	-5	1
CC(C)N(CC#CC(O)(c1ccccc1)c1ccccc1)C(C)C	9	3	-3	-0.6	109	3	-1	22	11	-15
CCc1ccc(Nc2nnc(SCC(=O)NCCN3C(=O)CSC3=O)s2)cc1	-15	4	2	-0.6	87	1	2	-1	12	5
O=C(CNC(=O)OCc1ccccc1)NCC(=O)N1CCCC1C(=O)OCc1ccccc1 (stereo unspecified)	7	7	-1	-1.3	76	-3	-1	1	1	-1
CC(=O)N1c2ccc(S(=O)(=O)N3c4ccccc4CC3C)cc2CC1C (stereo unspecified)	-4	16	3	-3.0	97	8	-1	-6	3	-2
CCCCCn1nc(C)c2c(C)cc(=O)[nH]c21	10	9	-1	-2.0	111	0	2	5	-7	-11
COc1ccc(/C=C/C(=O)NCC2COc3ccccc3O2)cc1OC (stereo unspecified)	-14	17	-2	-2.7	84	2	-1	1	-13	-5
COc1ccc(-c2c(C)nn3c(NC4CCCC4)cc(C)nc23)cc1OC	-6	13	-1	-2.7	103	2	0	8	11	-2
Cc1cc(C)c(S(=O)(=O)N(C)CC(=O)NCCCn2ccnc2)c(C)c1	-13	27	0	-5.2	108	5	0	18	-4	0
COc1ccc(C(=O)OCC(=O)N2c3ccccc3CC2C)cc1S(=O)(=O)N1CCOCC1 (stereo unspecified)	·	·	3	·	97	·	2	·	-3	-4
CCOC(=O)C1C(=O)NC(N2CCN(Cc3ccccc3)CC2)=NC1c1ccccc1 (stereo unspecified)	10	11	-1	-2.1	97	-1	-2	-5	-14	-3
Cc1ccccc1-c1nn(-c2ccc(F)cc2F)cc1CNCCN(C)C	5	10	0	-2.2	109	-2	-4	-22	-7	-2
COCCCn1c(C)nnc1SCc1ccc(C(C)(C)C)cc1	-4	4	-1	-0.7	106	2	-2	24	-7	5
COC(=O)c1sccc1NC(=S)Nc1ccccc1	9	-8	0	1.2	101	1	0	3	3	-2
CNc1nc(Oc2ccc(C(=O)OC)cc2)nc(SC)n1	-13	12	3	-2.1	84	-4	-1	-7	-7	0
Cn1ccsc1=NC(=O)c1cccc(C#N)c1	-12	3	-2	-0.5	·	3	-4	-2	-2	1
COc1ccc(OCC(=O)N2CCN(c3nnc(-c4ccc(C)cc4)c4ccccc34)CC2)cc1	6	5	1	-1.0	·	2	1	2	1	-1
COc1ccc(OCC(O)CN(C)C(=O)C(C)Oc2ccccc2)cc1 (stereo unspecified)	7	8	-1	-1.7	98	-2	-1	37	1	-1
Cc1ccc(C)c(OCCCCn2cnc3ccccc3c2=O)c1	-3	-6	2	1.1	102	1	-7	3	-5	7
COCC(=O)Nc1ccccc1NC(C)=O	-10	18	3	-3.3	·	1	2	-9	-4	-5
N#Cc1ccccc1N=C1CCCN1Cc1ccccc1	-23	15	2	-2.5	95	0	-6	1	0	-8
CN(Cc1ccccc1)Cc1nc2c(c(=O)n(C)c(=O)n2C)n1Cc1ccccc1Cl	2	-14	-1	2.7	100	0	-4	3	6	10
O=c1cc(CO)oc(C(Nc2ccccn2)c2ccc(F)cc2)c1O (stereo unspecified)	17	-3	-2	0.4	·	1	1	30	4	-18
Cc1c(/C(O)=C2\C(=O)C(=O)N(CCN(C)C)C2c2ccccc2)cnn1-c1ccccc1 (stereo unspecified)	14	15	-3	-3.0	99	-3	-1	4	-7	-5
CC(C)NC(=O)COC(=O)c1ccc(Cl)c(S(=O)(=O)N2CCCC2)c1	-1	10	-1	-1.6	97	1	-4	-13	-5	-5
COC(=O)[C@]1(C)N[C@H](CN(C)S(=O)(=O)c2ccc(C(C)(C)C)cc2)[C@@H]2C(=O)N(C)C(=O)[C@@H]21	-1	16	-1	-3.3	85	0	-2	-4	-7	2
O=C1C(Cc2ccccc2)C(c2ccccc2)N1c1ccccc1 (stereo unspecified)	3	-35	-2	6.1	104	-1	-1	26	-6	7
O=C1C[C@H](NC(=O)OCc2ccccc2)CO1	6	1	0	-0.2	101	-2	2	12	-1	-2
Cc1nn(Cc2ccccc2)c2c1C(c1ccco1)C(C#N)=C(N)O2 (stereo unspecified)	6	8	8	-1.8	·	-1	0	-3	13	-4
O=C(Oc1ccccc1C(=O)Nc1ccccc1)c1ccc(Br)c([N+](=O)[O-])c1	12	10	0	-2.0	88	2	-7	7	-7	1
O=[n+]1c2c(n([O-])c3cc(Br)ccc31)CCCC2	-7	17	-1	-3.2	118	0	-2	1	-10	3
O=C(CN1C(=O)NC(CCc2ccccc2)C1=O)Nc1ccc(F)c(F)c1F (stereo unspecified)	-8	15	1	-3.7	102	3	-3	28	-2	-4
Cc1ccc(C2c3sc(=O)[nH]c3SC3C4CC(C5C(=O)N(C(C)C(=O)O)C(=O)C45)C23)cc1 (stereo unspecified)	-11	1	-1	-0.2	102	7	1	2	-8	2
c1ccc(-c2nnc(-c3ccccc3)c(-c3c[nH]c4ccccc34)n2)cc1	0	7	-1	-1.8	·	1	-7	-11	3	-11
COc1ccc(NCc2ccsc2)cc1	10	11	2	-2.4	104	-3	0	-8	-2	0
O=[N+]([O-])c1ccc(N/N=C\c2ccccc2OCc2ccccc2)cc1	-9	-21	13	4.3	77	4	0	-4	-3	-4
O=C(CSc1ccc(-c2ccccn2)nn1)Nc1nccs1	5	11	2	-2.2	92	6	1	1	-7	-5
COc1ccc(C(=O)NC(C(=O)NCC2CCCO2)C(C)C)cc1 (stereo unspecified)	3	19	0	-4.0	115	-1	-2	-6	-10	-17
O=C(/C=C/c1ccco1)Nc1ccccc1N1CCOCC1	2	5	0	-1.0	101	-1	-2	·	4	-4
CCN(CC)S(=O)(=O)c1ccc(NC2CCN(Cc3ccccc3)CC2)nc1	·	·	3	·	·	·	1	-14	-2	-1
COc1ccc(S(=O)(=O)CCC(=O)Nc2c(C)cccc2C)cc1	13	11	-3	-2.2	95	-3	3	-6	-5	2
C=CCNc1nc2c(c(=O)n(C)c(=O)n2C)n1CC	4	12	0	-2.0	102	-1	-2	-6	-6	-9
CN(C)C(=O)OCC1COc2ccccc2O1 (stereo unspecified)	-9	18	-2	-3.6	98	2	-2	38	-3	-13
CCOC(=O)c1c(C)[nH]c(C(=O)C(C)OC(=O)c2cccc(OCc3c(C)noc3C)c2)c1C (stereo unspecified)	4	4	3	-0.9	102	2	-5	7	-6	-9
CC(=O)Nc1ccc2c(c1)C(N1CC3CCC(CC3)C1)c1ccccc1-2 (stereo unspecified)	-6	-2	-1	0.4	102	2	0	-6	-10	0
ON=Cc1ccnc2ccccc12	·	·	2	·	102	·	-3	·	4	5
COC(=O)c1ccccc1NC(=O)Cc1nc(-c2ccccc2)sc1-c1ccc(C)cc1	-12	-10	1	1.8	99	5	-21	3	-6	-5
CCOC(=O)C1(CCOC)CCN(C2C3CC4CC(C3)CC2C4)CC1 (stereo unspecified)	-1	2	1	-0.4	102	-1	-1	8	6	8
CCn1c(=O)c2cc(C(=O)N(C)c3cc(C)ccc3OC)sc2c2ccccc21	2	6	-3	-1.2	89	1	-2	17	-2	-12
COCCN(C(=O)CCc1ccccc1OC)c1nnc(-c2cccnc2)s1	-30	12	1	-2.0	85	0	-1	-11	0	0
Cc1nc(NC(=O)COC(=O)c2ccc(S(=O)(=O)N3CCc4ccccc4C3)cc2)c(Cl)cc1Cl	13	24	-3	-4.7	83	6	0	5	0	8
Cc1ccc(S(=O)(=O)N2CCN(C(=O)COC(=O)CNC(=O)c3ccc(Cl)cc3Cl)CC2)cc1	16	7	6	-1.4	103	2	6	-6	-6	-6
CCc1nc(SCC(=O)NCc2ccc(F)cc2)c2c(=O)n(C)c(=O)n(C)c2n1	-11	9	-2	-1.7	98	-2	3	7	6	-12
O=C(CSC1=NS(=O)(=O)c2cc(Cl)ccc2N1)NCc1ccc(F)cc1	0	7	-1	-1.2	94	-1	7	-2	-8	-3
O=C(Nc1ccccc1-c1nnc(SCc2ccccc2Cl)o1)c1ccccc1	3	19	-1	-4.3	96	-1	-1	10	-11	-10
CCn1ccnc1CNC(=O)c1ccc(OC2CCN(C(=O)COC)CC2)cc1	8	11	-3	-2.1	101	3	2	12	-15	4
Cc1cc(C)c(NC(=O)CCCN2CCOCC2)c(C)c1	23	7	-2	-1.3	98	0	0	21	-7	-5
(more compounds)
SMILES	HTR5A inv ctr	MOR-DOR inv ag	V-ATPase pHluor	MOR-DOR ag	DSG3 Ab inh	HTR5A ag	DAGLB inhibitor	Arr AP2 block	PKA-R2B activ	PKA-R1A activ
Clc1ccc(C2CC(c3cccs3)n3ncnc3N2)c(Cl)c1 (stereo unspecified)	2	11	2	-2.1	106	-1	1	11	-3	-6
COc1cc(C(=O)NC2CC(C)CC(C)(C)C2)cc(OC)c1OC (stereo unspecified)	·	·	-2	·	105	·	-5	·	-4	1
Cc1cc(C)c2[nH]c(=O)c(CN(Cc3ccco3)C(=S)NCC3CCCO3)cc2c1 (stereo unspecified)	-14	4	2	-0.7	103	5	2	-1	2	-1
Cc1ccc(N/C(N)=N/c2nc(CSc3ccc(C)cc3)cc(=O)[nH]2)cc1	7	-8	0	1.5	102	-1	3	-8	5	-1
CCOc1ccc2[nH]c(SCC(=O)OC)c([N+](=O)[O-])c2c1	15	9	-3	-1.7	109	-5	1	14	3	-1
CCOc1ccccc1N(CC(=O)Nc1ccccc1Br)S(=O)(=O)c1ccccc1	·	·	1	·	105	·	-5	·	-3	-4
O=C(Nc1ncccn1)c1cccc(F)c1	0	15	-1	-3.1	114	0	-3	-2	-3	-9
COc1ccc(-c2csc(NC(=O)CN3C(=O)CCC3=O)n2)cc1OC	-2	13	-1	-2.7	91	3	0	-6	-9	0
O=C(CN1CCN(c2ccc(F)cc2)CC1)Nc1ccccc1[N+](=O)[O-]	2	12	-4	-2.6	·	-1	-6	-13	-5	-1

Screening data (PubChem)
